ARNT TACC3 PPI = disrupts binding between human ARNT and TACC3. inhibition, % at 9.99 µM. AlphaScreen His-ARNT PAS-B/GST-TACC3 binding, luminescence; TACC3 fragment carries E629A point mutation. AID 623870. Q9Y6A5. actives 0.66% (n = 390,000);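 active = mean inhibition of replicates at least 50% and at least half of replicates each reaching 50%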;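 also: 0% = complete ARNT plus TACC3 wells and 100% = ARNT alone without TACC3; many hits fall short of the cut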
PAX8 reporter = PAX8 transcriptional activity inhibition. actives 1.2% (n = 360,000). inhibition, % at 12.6 µM. RMG-I TPO-luciferase reporter, SteadyGlo, 24 h;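 active = mean replicate inhibition at least 60% with every replicate also reaching 60%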;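 also: luciferase light reporting Pax8 driven TPO promoter activity; plate controls were median of neutral control wells for no effect and mitoxantrone controls for full effect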
Cneo AK release = Cryptococcus neoformans lysis via adenylate kinase release; C. neoformans lysis, adenylate kinase release luminescence, 4 h; normalised: neutral wells 0, clomiphene wells 100; lysis activity, % at 15 µM; actives 0.2% (n = 360,000); AID 651654;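 active = mean lysis activity across replicates of at least 80%, whatever share of replicates individually reach that level; inactive = mean lysis activity below 80%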
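read-out = cell lysis signal | test system = log-phase Cryptococcus neoformans yeast cells | input = cells at 5 × 10^6 per mL | medium = fresh YPD growth medium | signal = luminescent adenylate kinase detection reagent | timing = 4 h at 37 °C static, read 1 h later | dosing = single dose | controls = Clomiphene as positive lysis control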
GSIS activator = GLuc luminescence reporter in INS-1E cells, primary screen for activators of glucose-dependent secretion of insulin | actives 0.61% (n = 370,000) | activation, % at 16.6 µM | INS-1E GLuc reporter insulin secretion, 2-3 h;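 active = lowest replicate activation of at least 40%, so every replicate reaches that level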;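 also: 0% = median of neutral control wells and 100% = median of IBMX positive control wells; some compounds called inactive have numbers as strong as hits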
LGR2 antag = inhibitors of bursicon-induced Drosophila LGR2 receptor cAMP signaling | HEK293 LGR2, CRE-luciferase, bursicon-stimulated, 4 h | actives 0.35% (n = 380,000) | AID 720647 | inhibition, % at 9.99 µM;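 active = drop in luminescence signal, shown as inhibition above about 50% in the replicate tests, limit read from the data, passing the limit was not always enough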;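 also: agonist challenge used bursicon conditioned medium at about half maximal strength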
PglD inh = PglD (C. jejuni) enzyme inhibition; purified PglD enzyme, DTNB colorimetric CoA detection; inhibition, % at 12.5 µM; actives 0.098% (n = 360,000); in the data active = inhibition above about 16%, passing the limit was not always enough; also: strong numbers were not always called active
PGC1a acetyl inh = modulators of PGC1a acetylation | U2OS PGC1a acetylation, AlphaScreen anti-acetyl-lysine; with virally co-expressed GCN5 acetyltransferase | inhibition, % at 15.6 µM | actives 0.17% (n = 350,000) | AID 651687;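 active = every replicate shows inhibition of at least 40%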;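 also: 0% = neutral control wells and 100% = positive control wells; some results beyond the cut were filed as inactive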
Statin myotox sup = protects C2C12 myotubes from simvastatin toxicity. ATP luminescence, 48 h; scaled: DMSO 0, geranylgeraniol control 100. actives 0.78% (n = 330,000). rescue of ATP level, % at 7.49 µM;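 active = mean ATP rescue above about 67%, or every replicate alone reaching that limit, limit read from the data, passing the limit was not always enough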;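 also: myotubes were challenged with 10 µM simvastatin during compound exposure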
An asterisk follows results filed as active; · = not tested or not shown.

The line under a structure holds: ARNT TACC3 PPI	PAX8 reporter	Cneo AK release	GSIS activator	LGR2 antag	PglD inh	PGC1a acetyl inh	Statin myotox sup
> O=C(O)c1cccc(S(=O)(=O)NCC2CCCO2)c1 (stereo not given)
 : 2	·	-2	·	·	5	-14	·
> COCCCNC(=O)C1=CCN(S(=O)(=O)c2ccc(OC)cc2)CC1
 : 3	-7	-2	13	0	1	3	-13
> Cc1c(C(=O)N(Cc2ccccc2)Cc2cccs2)cnn1-c1ccc(Cl)cc1
 : -6	14	-3	5	-6	0	-2	·
> CC(C)NCC(O)c1ccc2ccccc2c1 (stereo not given)
 : 9	-8	-4	·	-11	-5	5	1
> CCc1nc2ccc(C(=O)Nc3cc(-c4ccccc4)ccc3OC)cn2c1N(C)CCC(C)C
 : ·	17	1	·	6	-3	-36	9
> O=C(CN1CCC(C(=O)c2ccc3c(c2)OCCO3)CC1)NCc1ccccc1
 : ·	12	0	-12	-8	-6	-7	-13
> Cc1ccccc1Cn1cc(S(=O)(=O)CC(=O)Nc2nccs2)c2ccccc21
 : 9	·	0	·	·	-5	-14	19
> C[C@@H]1CN([C@H](C)CO)S(=O)(=O)c2ccc(C#CC3CC3)cc2O[C@H]1CN(C)Cc1cccnc1
 : 1	·	5	-16	-2	1	-1	-60
> COc1ccc(S(=O)(=O)N2CCC(O)(c3ccc(Cl)cc3)CC2)cc1
 : -2	18	4	·	·	0	3	14
> COc1ccc(OC)c2c(N3CCN(C)CC3)cc(C(F)(F)F)nc12
 : 1	·	1	·	·	6	10	-6
> CC(C)(C)c1ccc(OCCn2nc(C(=O)O)c3ccccc3c2=O)cc1
 : 13	4	3	-47	4	7	·	-7
> O=C(CN1CCOCC1)N[C@H]1CC[C@@H](CCNC(=O)Nc2cc(F)ccc2F)O[C@H]1CO
 : -9	-11	0	-3	-1	-2	-10	8
> COCCCNC(=S)Nc1ccccc1[N+](=O)[O-]
 : -5	-7	2	25	8	2	·	11
> CCCC(C)NC(=O)CN(Cc1ccco1)S(=O)(=O)c1ccccc1 (stereo not given)
 : -3	-11	-3	2	7	1	-9	2
> COc1cc(-c2nc3ccc(C)cn3c2NCc2ccccc2)ccc1SC1CCCCC1
 : 5	11	0	-4	25	-1	3	-11
> Cc1ccc(Cn2c(=O)c3ccccc3n3c(CCC(=O)NCCN4CCOCC4)nnc23)cc1
 : -2	·	1	·	·	-3	2	2
> Cc1ccc(S(=O)(=O)NCC(=O)Nc2ccc(C(F)(F)F)cc2)cc1
 : 0	·	2	4	12	-4	-27	-18
> O=C(N[C@@H]1C/C=C\C[C@@H](CC(=O)N(CCO)Cc2ccccc2)C(=O)NCCOC1=O)OCC1c2ccccc2-c2ccccc21
 : 8	·	-1	·	·	1	-11	-25
> O=C(Nc1ccc(Cl)cc1)Nc1nnc(CSCc2ccc(Cl)cc2)s1
 : -4	24	·	1	21	·	-1	·
> Cc1cc(C(=O)OCC(=O)Nc2ccc(F)c(F)c2F)c(C)o1
 : -5	13	·	4	14	·	4	·
> COc1ccccc1CNC(=O)C[C@@H]1C[C@@H]2c3cc(NC(=O)Nc4ccccc4F)ccc3O[C@@H]2[C@@H](CO)O1
 : -3	-17	-10	13	8	-2	-12	-8
> CCCC(=O)N(Cc1cc(=O)[nH]c2ccccc12)c1ccccc1C
 : 0	20	1	-3	2	-4	-5	1
> FC(F)Oc1ccccc1C1CC(c2ccc(Br)s2)Nc2ncnn21 (stereo not given)
 : -1	·	-1	·	·	5	-2	-8
> Cc1ccc(C)c(Sc2ccc(NC(=O)CCN3C(=O)NC4(CCCC4)C3=O)cc2)c1
 : -1	19	-2	-65	1	4	-12	11
> Cc1ccc(O)c(N=NC2=C(O)CC(C)(C)CC2=O)c1
 : 27	-14	-5	-11	-35	3	20	1
> O=C(C[C@@H]1CC[C@H]2[C@@H](COC[C@H](O)CN2C(=O)Nc2ccc(Cl)cc2)O1)NCc1ccncn1
 : -8	3	-4	-12	-13	-1	3	-3
> Cc1cnc(NC(=O)CSc2ncc(-c3ccccc3)n2Cc2ccco2)s1
 : -2	14	-3	·	·	6	-10	12
> CC(C)(C)OC(=O)N1CCC(NC(=O)c2nc[nH]c2C(=O)NCc2ccccc2)CC1
 : 2	-2	0	-32	17	7	0	-33
> O=C(CN(C(=O)c1csnn1)c1ccccc1C(F)(F)F)NC1CCCCC1
 : -10	-2	-1	13	10	0	-5	8
> COCCNC(=O)/C=C/c1c(Cl)cccc1Cl
 : -2	-7	·	8	-1	·	·	·

Looked up one by one from above:
The line under a structure holds: ARNT TACC3 PPI	PAX8 reporter	Cneo AK release	GSIS activator	LGR2 antag	PglD inh	PGC1a acetyl inh	Statin myotox sup
> CCCC(=O)N(Cc1cc(=O)[nH]c2ccccc12)c1ccccc1C
 : 0	20	1	-3	2	-4	-5	1
> Cc1ccc(O)c(N=NC2=C(O)CC(C)(C)CC2=O)c1
 : 27	-14	-5	-11	-35	3	20	1

Later entries
The line under a structure holds: ARNT TACC3 PPI	PAX8 reporter	Cneo AK release	GSIS activator	LGR2 antag	PglD inh	PGC1a acetyl inh	Statin myotox sup
> O=S(=O)(Nc1cccc(-c2nc3cccnc3s2)c1)c1ccc2c(c1)CCCC2
 : 0	-8	0	·	5	-4	16	0
> CCOC(=O)C1C(=O)CC(C)(O)C(C(=O)OCC)C1c1ccccc1 (stereo not given)
 : 6	4	-2	·	·	·	-18	-3
> COc1ccc(-c2cn(CCC(=O)O)c(-c3ccncc3)n2)cc1
 : -6	12	1	13	15	0	9	13
> C/C(N)=C(/C#N)C(=O)COC(=O)c1ccc(C)c(S(=O)(=O)N2CCCCC2)c1
 : -3	10	1	·	·	-1	-21	·
> CC1(C)CC2CC(C)(CN2C(=O)COC(=O)c2ccccc2C(F)(F)F)C1 (stereo not given)
 : 6	-5	0	·	12	0	-5	5
> CCCNC(=O)N[C@H]1CC[C@@H](CCn2cc(C3CCCCC3)nn2)O[C@@H]1CO
 : -11	2	1	-5	15	3	3	1
> CCCOC(=O)c1ccc(NC(=O)/C=C/c2cccs2)cc1
 : -8	-72	-7	1	-42	-6	-6	7
> CC(C)NC(=O)C1CCN(C2CCN(C(=O)c3cc4c(s3)CCCCC4)CC2)CC1
 : -7	12	·	2	0	·	-2	·
> COc1ccc(N2C(=O)CSC23C(=O)N2c4c(cccc43)C(C)=CC2(C)C)cc1 (stereo not given)
 : 9	·	23	0	·	-2	-8	42
> COc1cccc2[nH]c(=O)c(-c3ccccc3)cc12
 : -4	-124	-1	11	-54	1	-2	-9
> CCN(CC(=O)Nc1ccc(NC(C)=O)cc1)CC(=O)Nc1cccc2ccccc12
 : ·	7	0	7	3	-3	9	1
> C/C(=N\NC(=O)c1cc([N+](=O)[O-])cc([N+](=O)[O-])c1)c1ccco1
 : 6	10	·	-7	-8	·	5	·
> S=C1NC2=C(CCCC2)C2(CCCCC2)N1
 : 9	·	6	·	·	4	-33	30
> CCC1(CC)C(=O)C2=C3C1[C@H](C(=O)OC)C=C(C(=O)OC)C[C@H]3[C@H]1C(=O)N(CC(=O)OC)C(=O)[C@H]1[C@H]2C (stereo not given in full)
 : ·	-8	2	·	·	6	·	-1
> CCOC(=O)c1ccc(NC(=O)c2cc3c(s2)CCC3)cc1
 : 5	-108	·	-16	-21	·	-5	·
> Cc1c(C(=O)O)oc2c1ccc1ccccc12
 : -30	11	-1	·	·	1	-12	10
> Cc1cc(OC(=O)c2ccc(S(=O)(=O)N3CCOCC3)cc2)c([N+](=O)[O-])c(=O)[nH]1
 : -6	-28	·	17	13	·	·	·
> Cn1c(=O)[nH]c(=O)c2c1nc(N1CCN(C(=O)c3ccco3)CC1)n2CCCSc1ncccn1
 : -3	-6	-2	42	-11	0	-2	-3
> C[C@H](NC(=O)C[C@H]1C[C@@H]2c3cc(NC(=O)C4CCOCC4)ccc3O[C@@H]2[C@H](CO)O1)c1ccccc1
 : 0	-3	-2	15	1	-1	1	-6
> CC(C)(C)c1ccc(C(=O)NCC(=O)N/N=C/c2cccnc2)cc1
 : 29	-14	-1	-1	-8	17	-11	-34
> COc1ccc(Cc2nnc(SC)n2-c2ccc(F)cc2)cc1OC
 : ·	·	1	·	·	0	-1	5
> Cc1noc(NS(=O)(=O)c2ccc(NC(=O)CS(=O)(=O)c3ccccc3)cc2)c1C
 : -10	·	7	·	·	11	13	3
> CC1CC2c3cccc(C(=O)O)c3C(=O)N2c2ccc(Cl)cc21 (stereo not given)
 : -6	20	-1	-2	16	15	11	-7
> CCCNC(=O)C[C@H]1C[C@@H]2c3cc(NS(C)(=O)=O)ccc3O[C@@H]2[C@@H](CO)O1
 : -9	·	17	-1	4	-2	3	-5
> N#C[C@@H]1[C@H](c2ccccc2)[C@H](CO)N1C(=O)c1cccnc1
 : -14	-9	1	10	7	-3	5	-1
> COc1ccc(/C=C/C(=O)OCC(=O)N2c3ccccc3CC2C)c(OC)c1 (stereo not given)
 : ·	-2	1	-4	10	0	·	-13
> Cc1ccc(S(=O)(=O)N(C)C[C@H]2Oc3ccc(NC(=O)Cc4cn(C)c5ccccc45)cc3C(=O)N([C@H](C)CO)C[C@@H]2C)cc1
 : 1	22	-1	7	-24	2	4	44
> Cc1cc(Nc2cccc(C(F)(F)F)c2)n2nc(C)nc2n1
 : -3	·	-3	·	·	0	-22	·
> C[C@H]1CN([C@@H](C)CO)C(=O)Cc2cc(NC(=O)Nc3ccc(C(F)(F)F)cc3)ccc2O[C@@H]1CN(C)C(=O)Nc1ccc2c(c1)OCO2
 : ·	4	·	-15	13	·	-8	·
> O=C(CN1CCCCC1)Nc1ccc(S(=O)(=O)N2CCCCCC2)cc1
 : -3	·	0	-18	0	0	-9	-3
> CC1=C(C(=O)N(C)C)CC(CC(=O)NCCCCc2ccccc2)C(=O)N1CCC1=CCCCC1 (stereo not given)
 : ·	16	1	·	3	1	-16	-3
> COc1ccc(NC(=O)N(C)C[C@@H]2OCCCC[C@@H](C)Oc3ccc(NS(=O)(=O)c4ccc(OC)cc4)cc3C(=O)N([C@@H](C)CO)C[C@H]2C)cc1
 : 24*	-2	54	-8	-20	-2	-1	·
> CCOC(=O)C1CCCN(c2cc(=O)n(Cc3ccc(F)cc3)c(=O)[nH]2)C1 (stereo not given)
 : -2	·	8	10	-13	-1	-14	-2
> CC1=C(C(=O)OCC2CCCO2)C(c2cccc(O)c2)NC(=O)N1 (stereo not given)
 : -8	·	4	-6	2	-1	·	-6
> CCCC#Cc1ccc([C@@H]2[C@H]3CN(CCC)CCCCN3[C@H]2CO)cc1
 : 5	5	4	-2	12	0	-1	9
> COc1cc(/C=C2/SC(=S)N(Cc3ccccc3)C2=O)ccc1O
 : 12	-50	-2	8	-39	-8	·	5
> NC(=O)COC(=O)c1ccccc1OCc1ccccc1
 : 8	-4	·	32	-4	·	-2	·
> Nc1nc2n(n1)C(c1ccc(F)cc1)CC(c1ccc(F)cc1)N2 (stereo not given)
 : -1	-14	2	·	·	1	-5	5
> CC(=O)OCC12COC3c4ccccc4OC(C)(CC1C)C3C2C (stereo not given)
 : -8	4	1	-18	-15	6	·	2
> c1csc(Cn2nnnc2CN2CCN(c3nc4ccccc4s3)CC2)c1
 : -5	16	1	·	·	-3	3	·
> O=C(Nc1ccc2c(c1)[C@@H]1C[C@@H](CC(=O)N3CCOCC3)O[C@H](CO)[C@@H]1O2)Nc1ccccc1F
 : -3	-7	13	6	14	2	-4	2
> CCCCN(C)C(=O)c1cc2cc([N+](=O)[O-])cc(OC)c2oc1=O
 : -5	4	0	·	·	-4	7	11

Records listed above printed as active in ARNT TACC3 PPI.
SMILES	ARNT TACC3 PPI	GSIS activator	LGR2 antag	PglD inh	PGC1a acetyl inh
COc1ccc(NC(=O)N(C)C[C@@H]2OCCCC[C@@H](C)Oc3ccc(NS(=O)(=O)c4ccc(OC)cc4)cc3C(=O)N([C@@H](C)CO)C[C@H]2C)cc1	24*	-8	-20	-2	-1
